High-throughput results as filed in PubChem.
APEX1 inh = blocks human APE1 abasic DNA cleavage | P27695 | 0.35% of 350,000 active | Potency, µM (titrated, usually from 65.8 µM), for inactives: top-dose activity change, negative = inhibition, actives largely listed as inhibitors | recombinant APE1, TAMRA/BHQ-2 abasic DNA cleavage fluorescence;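 also: potency is read from the fitted curve at half-maximal effect; plate controls were vehicle for no effect and reference inhibitor for full effect; nearly all actives have a fitted effect of over 55% in size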
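Compound pre-exposure to 0.75 nM APE1, 15 min at ambient temperature. Reaction initiated with 50 nM TAMRA/BHQ-2 THF substrate, read immediately in kinetic mode, 525 nm excitation, 598 nm emission.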
ERG-DNA inh = blocks human ERG Ets domain binding to DNA. P11308. fluorescence polarization, His-ERG Ets domain / labelled DNA. Potency, µM (top dose mostly 76.9 µM), without a hit: at the top dose FP activity, negative = inhibition, hits mostly inhibitors. 0.028% of 370,000 active. AID 624246; active = well fitted inhibition curve with a large enough effect in the polarisation, with a control signal flat; inconclusive = small, poorly fitted or top-dose-only effect, or effect the other way, or a change in a side signal; inactive = no such curve, though single readings can be large or run the other way; the % refers to the polarisation;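 also: polarization taken with two DNA probes labelled with fluorescein and Texas red; potency is read from the fitted curve at half-maximal effect; % of control where 0% means no effect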
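His-tagged ERG Ets domain (1 uM in the protein solution; 300mM KCl, 50mM Tris-HCl, 1mM EDTA, 1mM DTT, pH 7.5) received compound, then a probe mix of 5 nM fluorescein-DNA and 100nM Texas-615-DNA. Fluorescence polarization was read for both dyes.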
POLK inh = DNA polymerase kappa (human) inhibition; Potency, µM (highest dose often 107 µM), for the others: top-dose activity, negative = inhibition, usual class: inhibitors; Q9UBT6; AID 588579; purified Pol kappa, fluorescent DNA synthesis assay, 10 min; 0.53% of 400,000 active; also: potency is read from the fitted curve at half-maximal effect; % is scaled to controls: 0 for no effect and ±100 for the full control effect
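Enzyme at 10 nM met test compounds for 15 min at room temperature. Substrate addition (50 nM final) began the reaction, which was monitored by fluorescence at 0 and 10 min.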
RGS4 inhibitor = blocks human RGS4-accelerated GTP hydrolysis. Transcreener GDP fluorescence polarization, RGS4-accelerated GTP hydrolysis. Potency, µM (doses to about 114 µM), for the others: at the top dose activity change, negative = inhibition, actives largely listed as inhibitors. P49798. 0.039% of 390,000 active; also: potency is read from the fitted curve at half-maximal effect; % is scaled to controls: 0 for no effect and ±100 for the full control effect; nearly all actives have a fitted effect of over 75% in size; some results filed as inactive show a strong effect at the top dose
Target sequence (P49798 whole entry, looked up): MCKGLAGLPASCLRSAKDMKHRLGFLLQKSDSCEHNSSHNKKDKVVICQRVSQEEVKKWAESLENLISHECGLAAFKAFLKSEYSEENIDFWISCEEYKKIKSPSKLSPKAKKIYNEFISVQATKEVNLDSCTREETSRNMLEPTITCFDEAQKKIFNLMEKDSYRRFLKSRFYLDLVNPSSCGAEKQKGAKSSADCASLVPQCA
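MLSMR compounds (23 nl, pin-transferred) preincubated 10 min at room temperature with a 500nM (2x) first reagent, then RGS4 at 900nM (2x) plus Transcreener GDP mix added; fluorescence polarization (620/688 nm) read before and after 90 min at 30 °C.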
Pol beta inh = blocks human DNA polymerase beta activity. AID 485314. P06746. Pol beta primer extension/strand displacement, fluorescence kinetic. Potency, µM (series often up to 114 µM), for inactives: at the highest dose activity change, negative = inhibition, hits mostly inhibitors. 1.3% of 340,000 active; also: potency is read from the fitted curve at half-maximal effect; % is scaled to controls: 0 for no effect and ±100 for the full control effect
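Homogeneous kinetic assay of primer extension and strand displacement by 10 nM Pol beta, preincubated 15 min at room temperature with compound before 50 nM substrate (final) was added. Read at 0 and 10 min; four-parameter Hill fit.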
LDHA block = LDHA (human) enzyme inhibition; purified LDHA, NADH/diaphorase-resazurin fluorescence; active compounds read low; activity change, % (values are at about 110 or 230 µM); 0.15% of 480,000 active; in the data active = activity change below about -30%; inconclusive = mostly about -25% to -30%;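 also: plate controls were DMSO wells for no effect and wells without enzyme for full effect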
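LDH5 2 nM; NADH 0.06 mM, pyruvate 0.2 mM; 200 mM Tris pH 7.4, EDTA, Tween-20; 5 min RT. Detection: diaphorase 0.133 mg/mL + resazurin 37 µM, fluorescence ex540/em590 at 0 and 20 min; normalized to enzyme-free and DMSO wells.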
ALOX12 inh = ALOX12 (human) lipoxygenase inhibition; 1.1% of 580,000 active; Potency, µM (top dose mostly 108 µM), for inactives: at the highest dose activity change, negative = inhibition, usual class: inhibitors; purified 12hLO, xylenol orange hydroperoxide absorbance; AID 1671190; also: potency is read from the fitted curve at half-maximal effect; % is scaled to controls: 0 for no effect and ±100 for the full control effect
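Purified human 12hLO at 150 nM in 25 mM Hepes, 0.01% Triton X-100, pH 7.0, preincubated 15 min at room temperature with compound. Reaction started with 40 uM arachidonic acid, 30 min at room temperature. Hydroperoxide measured by Fe-xylenol orange, 573/405 nm absorbance ratio.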
POLH inh = inhibitors of human DNA polymerase eta; recombinant Pol eta, fluorescent DNA replication assay; Potency, µM (series often up to 114 µM), inactives show at the highest dose activity change, negative = inhibition, usual class: inhibitors; 1.2% of 390,000 active; AID 588591; also: potency is read from the fitted curve at half-maximal effect; % is scaled to controls: 0 for no effect and ±100 for the full control effect
Target sequence (Q9Y253 whole entry, looked up): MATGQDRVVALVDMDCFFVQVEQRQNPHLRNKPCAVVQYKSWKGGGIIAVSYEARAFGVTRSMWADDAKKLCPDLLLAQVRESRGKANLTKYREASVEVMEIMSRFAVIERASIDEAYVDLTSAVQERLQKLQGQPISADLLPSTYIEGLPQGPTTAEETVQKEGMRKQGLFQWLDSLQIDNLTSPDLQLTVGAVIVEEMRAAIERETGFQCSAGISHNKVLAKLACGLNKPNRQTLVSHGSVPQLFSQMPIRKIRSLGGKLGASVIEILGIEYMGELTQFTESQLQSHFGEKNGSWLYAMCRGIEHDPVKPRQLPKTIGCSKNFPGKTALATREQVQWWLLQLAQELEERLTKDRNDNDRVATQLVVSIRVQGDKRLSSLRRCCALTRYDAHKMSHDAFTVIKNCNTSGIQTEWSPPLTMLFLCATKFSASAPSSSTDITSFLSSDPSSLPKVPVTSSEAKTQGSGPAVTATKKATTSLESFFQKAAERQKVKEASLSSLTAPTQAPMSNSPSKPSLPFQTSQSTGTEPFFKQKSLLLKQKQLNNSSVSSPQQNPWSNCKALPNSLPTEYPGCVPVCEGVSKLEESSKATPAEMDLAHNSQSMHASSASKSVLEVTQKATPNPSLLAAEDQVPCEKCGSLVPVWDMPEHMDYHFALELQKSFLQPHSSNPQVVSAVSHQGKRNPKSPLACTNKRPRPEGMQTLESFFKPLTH
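Fluorescent replication assay: 50 nM final substrate added after a 15 min room-temperature compound preincubation with 10 nM enzyme. Signal taken at 0 min and again at 10 min.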
Apoferritin bind = candidate novel general anesthetic via apoferritin binding. 0.074% of 350,000 active. Potency, µM (series often up to 77.5 µM), inactives show at the highest dose activity change, negative = displacement, hits mostly inhibitors. apoferritin/1-aminoanthracene competitive binding, fluorescence; also: potency is read from the fitted curve at half-maximal effect; % is scaled to controls: 0 for no effect and ±100 for the full control effect; nearly all actives have a fitted effect of over 20% in size
Target sequence (P02791 2-175 limits assumed): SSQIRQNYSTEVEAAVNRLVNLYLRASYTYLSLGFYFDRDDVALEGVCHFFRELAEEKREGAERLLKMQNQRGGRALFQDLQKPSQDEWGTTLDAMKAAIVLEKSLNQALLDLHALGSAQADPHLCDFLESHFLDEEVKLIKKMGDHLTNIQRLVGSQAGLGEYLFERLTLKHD
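10 uM apoferritin + 50% sat. 1-AMA, PBS; cpd 10 min RT; Ex380/Em535 endpoint; normalized to free probe vs complex; 4-param Hill fit; propofol titration as pos. ctrl.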
* marks the source's active call; other numbers are inactive results; i = inactive; ? = inconclusive; . = no result given; & = joins results of further samples; [ ] = another dose, or the depositor's remark. Unless noted, calls follow the shape of the dose curve; as a rule, active = well fitted curve in the direction sought with a large enough effect; inconclusive = small, poorly fitted or top-dose-only effect, or another doubt; inactive = no such curve, though single readings can be large; an effect the other way counts as inactive or inconclusive.

Molecule | APEX1 inh | ERG-DNA inh | POLK inh | RGS4 inhibitor | Pol beta inh | LDHA block | ALOX12 inh | POLH inh | Apoferritin bind
COc1cc(/C=C/c2nc(C#N)c(N3CCC(C)CC3)o2)cc(OC)c1OC | . | 5% | -18% | 34% | -15% | 1 | -25% | -18% | .
O=C(CSc1ccccc1C(=O)NCc1ccccc1)NC1CCCCCCC1 | 6% | 0% | 4% | -42% | -12% | -7 | -29% | -15% | -16%
C[C@H](NC(=O)c1nc[nH]c1C(=O)N[C@@H](CCCCNC(=O)OC(C)(C)C)C(=O)OC(C)(C)C)c1ccccc1 | 9% | -5% | -22% | 9% | -9% | 0 | 17% | -27% | -9%
O=C(COc1ccccc1[N+](=O)[O-])NCC1(N2CCCCC2)CCCCC1 | 6% | -5% | -9% | 14% | . | -2 | -10% | -7% | .
COc1ccc(C(=O)N2CCN(c3ncccn3)CC2)cc1[N+](=O)[O-] | -3% | -14% | -9% | 28% | 59% | -8 | 21% | 5% | -5%
COc1cc(C2=NOC(C(=O)Nc3cc(C)on3)C2)cc(OC)c1OC (stereo not given) | 3% | -1% | -1% | 11% | 19% | -4 | 17% | -22% | -6%
COc1cc2ccccc2cc1C(=O)Nc1ccc(Cl)cn1 | -3% | -8% | -2% | 1% | 1% | -8 | 7% | 2% | -2%
COc1cc(-c2nnc(SCC(=O)Oc3ccc(C)cc3C)o2)cc(OC)c1OC | . | -2% | 2% | 8% | 3% | -5 | -16% | -18% | -23%
CC(C)C(=O)NNC(=O)c1cc2sccc2s1 | 14% | 10% | -1% | 7% | 1% | -7 | 134%[activator] | -2% | 2%
COc1ccccc1C/C(N)=N/OC(=O)c1ccco1 | 11% | 13% | -4%[60.1 µM] | 11% | 44% | 0 | 5% | -1% | -9%
COCCN1C(=O)/C(=C/c2ccc(OCc3ccc(C(=O)O)cc3)c(OC)c2)SC1=Nc1ccccc1 | ? | 0% | -3% | -7% | 50µM* | -1 | ? | 28µM* | -3%
COc1ccc(OCC(=O)N2c3ccc(C)cc3C3CN(C)CCC32)cc1 (stereo not given) | 13% | -5% | -8% | -18% | 3% | -1 | -4% | -11% | -1%
COCCNC(=O)c1ccc(NC(=O)N2CCCCc3ccccc32)cc1 | . | 4% | 0% | 6% | -1% | -6 | -18% | -7% | -6%
CCOC(=O)c1c(C)[nH]c(C(=O)Cn2c(=O)c3c(ncn3CC)n(Cc3ccccc3)c2=O)c1C | -1% | -7% | -4% | -41% | -4% | 5 | 0% | -23% | -12%
COCc1nc2ccccc2n1CCc1ccccc1 | 23% | -1% | -6% | 22% | 0% | -7 | 0% | -3% | -4%
Nn1c(SCC(=O)Nc2nc3ccccc3s2)nncc1=O | 9% | 1% | 0% | -10% | 29% | -6 | -19% | ? | 0%
NCC1CC2c3ccccc3C1c1ccccc12 (stereo not given) | 22% | 10% | 5% | -4%[56.9 µM] | 29% | -9&-5 | 0%&-7% | -8% | -6%
COC(=O)Nc1ccc([N+](=O)[O-])cc1OC | -1% | 3% | 5% | -4% | 1%[57.1 µM] | -6 | -28% | -12% | -11%
COC(=O)Cn1c(=NC(=O)C2CC2)sc2c(C)cc(C)cc21 | . | 2% | 7% | 10% | . | -4 | 19% | -1% | .
CC(C)NC(=O)C1CCN(C2CCN(C(=O)c3cc4c(s3)CCCCC4)CC2)CC1 | 3% | -8% | 10% | 19% | -2% | -7 | -2% | -12% | -6%
Cc1ccc2nc(SCC(=O)NC3CCCC3)[nH]c2c1 | 20% | 2% | 6% | 15% | 1% | -9 | -16% | -9% | -3%
CC1CCN(C2=NN3C(=N)/C(=C\c4ccc(OC(=O)c5ccco5)cc4)C(=O)N=C3S2)CC1 | ? | 4% | ? | -31% | -1% | -2 | 3% | ? | -22%
O=c1c2sccc2[nH]c(=S)n1Cc1ccccc1 | 15% | 2% | -3% | -12% | 19% | -9 | ? | -8% | 2%
COc1ccccc1/C=C(\C)C(=O)c1c(C)cc(C)[nH]c1=O | 8% | 36%[activator] | 19% | -11% | 104% | 0 | 0% | -5% | 3%
CCOC(=O)N1CCC(N(C(=O)Nc2ccc(Cl)c(Cl)c2)C(C)CC)CC1 (stereo not given) | 0% | . | -11% | -2% | -1% | -4 | 7% | -21% | ?
C=CCC(Nc1ccco1)c1ccccc1 (stereo not given) | 1% | 2% | -11% | -28% | 6% | 14 | ? | -17% | ?
CCCN(CCC)C(=O)c1c[nH]c2ccc(S(=O)(=O)N(C)c3ccc(OCC)cc3)cc2c1=O | . | -2% | -7%[60.1 µM] | -21% | -26% | 4 | -25% | -12% | -22%
CCn1c(CCNC(=O)c2ccc(OC)c(OC)c2)nc2ccccc21 | 1% | -1% | 1% | -4% | -2% | -13 | -10% | 5% | 1%
Cc1ccc(C2=NN(S(C)(=O)=O)C(c3cccs3)C2)cc1 (stereo not given) | -1% | 4% | 10% | -19% | -3% | -3 | 163%[activator] | -15% | ?
O=C(O)Cn1cc(F)c(=O)[nH]c1=O | . | 0% | 9% | -8% | . | 0 | . | -20% | .
CC(C)C[C@@H](CN(C)N=O)N(C[C@H](Cc1ccccc1)N(CCc1ccccc1)N=O)N=O | 0% | 2% | -24% | 1% | 26% | -3 | 6% | -16% | -15%
CC(OC(=O)c1ccc(Cl)cc1)C(=O)NCC1CCCCC1 (stereo not given) | -12% | 1% | -2% | 25% | . | -15 | 62%[activator] | -11% | .
COc1nnc(-c2ccc(N3CCOCC3)c(NC(C)=O)c2)c2ccccc12 | -2% | 1% | -14% | -14% | 0% | -2&0 | -18%&59% | -7% | 5%
O=S(=O)(c1ccccc1)c1nnn2c1nc(NCc1ccccc1)c1sccc12 | . | -3% | -6% | -2% | 1% | -4 | -25% | 2% | 3%
O=C(CSc1nnc(Nc2ccccc2F)s1)NC1CCS(=O)(=O)C1 (stereo not given) | 19% | -3% | -13% | 25% | . | -10 | 340%[activator] | -4% | .
CSc1ccccc1NC(=O)C(C)N(C)CC(=O)N1CCN(Cc2ccccc2)CC1 (stereo not given) | . | . | -4% | -7% | . | ? | ? | -18% | .
CC1CCN(S(=O)(=O)c2cccc(C(=O)Nc3nccs3)c2)CC1 | -6% | 10% | -8% | 29% | 1% | 0 | -14% | -26% | -2%
CC(=O)Nc1ccc(NC(=O)CSc2ncc(C(=O)Nc3ccccc3)c(=O)n2C)cc1 | -16% | 2% | 3% | -24% | . | -4 | -30% | -9% | .
Cc1ccc(OC(=O)c2cccc(S(=O)(=O)N(C)C)c2)c(-n2nc3ccccc3n2)c1 | 16% | 9% | -3% | -6% | -1% | 4 | 1% | -20% | -17%
CCOc1ccc(CN(C(=O)c2cccs2)C2CCS(=O)(=O)C2)cc1 (stereo not given) | 11% | 17% | -7% | -5% | -12% | -4 | -6% | -13% | -7%
CC(=O)NNc1cccc(Cl)n1 | -5% | 6% | -18% | 9%[11.4 µM] | -1% | 0 | 0% | 3% | -8%
O=C(/C=C/c1ccccc1)N/C(=C\c1ccco1)C(=O)NCCO | -1% | -2% | -11% | 3% | 6% | 3 | ? | 4% | -9%
Nc1c(O)ccc2c1C(=O)c1ccccc1C2=O | -5% | 16% | 79µM* | ? | 50µM* | 19 | ? | ? | -14%
COc1ccc(S(=O)(=O)N(C)CC(=O)N2CCC(C)CC2)cc1Cl | 4% | . | -3% | 11% | -20% | -4 | -9% | -10% | -4%
Nc1ccccc1-c1ccc(Cl)cc1 | . | -7% | -16% | -8% | . | -1 | -1% | -9% | .
CCOC(=O)C1CCN(C(=O)c2ccc(OC3CCN(C(=O)COC)CC3)cc2)CC1 | 0% | 9% | -5% | 24% | ? | -5 | 1% | 10% | -5%
CC(=O)c1cccc(NC(=O)Nc2ccc(C)cc2)c1 | -4% | 7% | -7% | 0% | 8% | -5 | 1% | -4% | -9%
CC(C)C(NC(=O)c1ccccc1)c1nnc(SCC(=O)Nc2nccs2)n1C (stereo not given) | 1% | 3% | -5% | -1% | 29% | -3 | -3% | -4% | -12%
CC1CCC(C(C)C)C2=C1C(C#N)(C#N)C(C#N)(C#N)C(c1ccccc1)N2 (stereo not given) | 1% | -17% | -6% | -32% | -1% | 12 | 40µM* | -13% | -7%
N#Cc1cc2c(nc1SCc1ccncc1)CCC2 | 12% | . | -11% | 6% | 15% | -5 | ? | 15% | -7%
COc1ccc(C)cc1-n1nnnc1SC(C)C(=O)NC1CCCC1 (stereo not given) | 18% | -4% | 0% | -3% | . | -2 | 2% | -4% | .
COc1cc(C2C3C(=O)N(Cc4ccccc4)C(=O)C3ON2c2ccccc2)cc(OC)c1O (stereo not given) | -9% | -18% | -2% | -5% | 1% | 9 | 13% | -8% | -12%
Cc1ccc(Nc2nnc(SCC(=O)Nc3ccc(S(=O)(=O)N4CCOCC4)cc3)s2)cc1 | -6% | 1% | -5% | -4% | -1% | 0 | -25% | -17% | -12%
CCOc1ccc(CCNC(=O)c2c(C)oc3ncn(CC(C)C)c(=O)c23)cc1 | . | -6% | -15% | -26% | 0% | -4 | ? | -25% | -19%
CCc1ccccc1N1C(=O)c2cccc3c(N4CCOCC4)c([N+](=O)[O-])cc(c23)C1=O | -6% | -8% | -10% | -42% | 0% | 2 | -21% | -10% | -20%
Nc1nc2n(n1)C(c1ccco1)CC(c1ccc(F)cc1)N2 (stereo not given) | 1% | -1% | 7% | -2% | 9% | -5 | i | -24% | -3%

An excerpt (hit frequency here may not be typical).
